# T cruzi intra – inhibitors of intracellular Trypanosoma cruzi, primary screen, cell-based, plate reader, single point, set 2; intracellular Trypanosoma cruzi in host cells; activity score (inhibition), % at 5.01 µM; hit rate 4.9% among 22,000; in the data active = activity score above about 55%;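 note: parasites and compound incubated about four days before reading; 0% = median of neutral control wells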
# INS-1E rescue – protection of INS-1E cells from cytokine death, primary screen, ATP luminescence, single point. INS-1E cytokine-induced death, 48 h; normalised: neutral wells 0, positive control 100. protection from cytokine-induced ATP loss, % at 10 µM. hit rate 0.1% among 20,000. AID 488910, 2010;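 active = mean replicate protection from cytokine-induced ATP loss at least 50% and at least 75% of replicates each reaching 50%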
#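 assay system = INS-1E rat insulinoma cells | amount = 8000 cells per well | medium = phenol-red-free RPMI with 5% fetal bovine serum | doses = one compound concentration, pin transfer | timing = 48 h cytokine plus compound treatment, 10 min reagent incubation | also added = IL-1β, TNF-α and IFN-γ cytokine mix | signal = CellTiter-Glo luminescence measuring cellular ATP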
# Numbers without * were called inactive; · = not tested or not shown. Only part of the results is shown (hit frequency here may not be typical).
SMILES,T cruzi intra,INS-1E rescue
C[C@H](CO)N1C[C@H](C)[C@H](CN(C)S(=O)(=O)c2ccc(Cl)cc2)Oc2c(NC(=O)c3ccncc3)cccc2C1=O,-14.2,0.1
C[C@@H]1CN([C@@H](C)CO)C(=O)c2cc(N(C)C)ccc2O[C@H]1CN(C)C(=O)Nc1ccccc1,10.1,-9.0
C[C@H](CO)N1C[C@H](C)[C@@H](CN(C)Cc2ccc(-c3ccccc3)cc2)Oc2c(NC(=O)c3ccncc3)cccc2C1=O,56.7*,-28.5
C[C@@H]1CCCCO[C@H](CN(C)Cc2ccc(C(=O)O)cc2)[C@@H](C)CN([C@H](C)CO)C(=O)c2cc(NS(C)(=O)=O)ccc2O1,-5.6,5.6
C[C@@H]1CN([C@@H](C)CO)C(=O)c2cc(NC(=O)CCN3CCOCC3)ccc2O[C@@H]1CN(C)Cc1ccncc1,-9.7,·
C[C@@H]1CN([C@H](C)CO)C(=O)c2cccc(NS(=O)(=O)c3ccc(F)cc3)c2O[C@@H]1CN(C)C(=O)Nc1ccc2c(c1)OCO2,-6.6,-1.5
COc1ccc(NC(=O)N(C)C[C@@H]2Oc3ccc(NC(=O)NC4CCCCC4)cc3CC(=O)N([C@H](C)CO)C[C@H]2C)cc1,-12.4,4.3
C[C@@H]1CN([C@H](C)CO)C(=O)Cc2cc(NC(=O)CCC(F)(F)F)ccc2O[C@@H]1CN(C)Cc1ccc(C(F)(F)F)cc1,11.3,-13.2
C[C@@H]1CN([C@@H](C)CO)C(=O)c2cc(N(C)C)ccc2O[C@H]1CN(C)C(=O)Nc1ccc2c(c1)OCO2,5.3,4.6
CC(C)NC(=O)Nc1ccc2c(c1)C(=O)N([C@H](C)CO)C[C@H](C)[C@H](CN(C)S(=O)(=O)c1ccc(Cl)cc1)O2,11.6,8.8
C[C@@H]1CN([C@H](C)CO)C(=O)c2cc(NS(=O)(=O)c3ccccc3)ccc2O[C@H]1CN(C)Cc1ccc(C(=O)Nc2ccccc2N)cc1,-26.2,-22.2
Cc1noc(C)c1S(=O)(=O)Nc1ccc2c(c1)C(=O)N([C@@H](C)CO)C[C@@H](C)[C@@H](CN(C)Cc1ccc(C(F)(F)F)cc1)O2,1.7,-12.8
C[C@H]1CN([C@@H](C)CO)C(=O)c2cc(NC(=O)C3CCCCC3)ccc2O[C@H]1CN(C)C(=O)Nc1ccccc1,0.8,-5.2
C[C@@H]1CN([C@@H](C)CO)C(=O)c2cc(NS(=O)(=O)c3ccc(Cl)cc3)ccc2O[C@H]1CN(C)Cc1ccc(C(F)(F)F)cc1,20.3,·
C[C@@H]1CN([C@H](C)CO)C(=O)c2cccc(NC(=O)c3cnccn3)c2O[C@H]1CN(C)C,-15.2,3.4
Cc1ccc(S(=O)(=O)Nc2ccc3c(c2)CC(=O)N([C@H](C)CO)C[C@@H](C)[C@H](CN(C)C)O3)cc1,-19.7,7.8
Cc1noc(C)c1NC(=O)Nc1ccc2c(c1)C(=O)N([C@@H](C)CO)C[C@H](C)[C@@H](CN(C)Cc1ccc(Oc3ccccc3)cc1)O2,-10.6,·
C[C@H](CO)N1C[C@H](C)[C@H](CN(C)S(=O)(=O)c2cn(C)cn2)Oc2ccc(NC(=O)Nc3cccc4ccccc34)cc2C1=O,-14.6,7.7
C[C@H](CO)N1C[C@H](C)[C@@H](CN(C)Cc2ccc(C(=O)O)cc2)Oc2c(NC(=O)c3ccncc3)cccc2C1=O,-18.4,1.0
C[C@H](CO)N1C[C@H](C)[C@H](CN(C)CC2CCCCC2)Oc2c(NS(=O)(=O)c3cccs3)cccc2C1=O,-28.5,-3.5
Cc1ccc(S(=O)(=O)Nc2cccc3c2O[C@H](CN(C)C(=O)Nc2ccccc2)[C@H](C)CN([C@H](C)CO)C3=O)cc1,4.8,3.9
C[C@@H]1CN([C@@H](C)CO)C(=O)Cc2cc(NC(=O)CCCCCC(=O)Nc3ccccc3N)ccc2O[C@@H]1CN(C)S(=O)(=O)c1ccccc1,0.5,0.6
CCN(CC)c1ccc(/C=N/NC(=O)c2ccc(C(=O)NO)cc2)c(O)c1,4.5,-115.7
C[C@@H]1CN([C@@H](C)CO)C(=O)c2cccc(NC(=O)NC3CCCCC3)c2O[C@@H]1CN(C)Cc1ccc(C(=O)Nc2ccccc2N)cc1,20.6,40.6
C[C@H]1CN([C@@H](C)CO)C(=O)Cc2cc(NC(=O)Nc3cccc4ccccc34)ccc2O[C@H]1CN(C)C,-6.9,-1.6
# Remaining list, next part
SMILES,T cruzi intra,INS-1E rescue
C[C@@H]1CN([C@H](C)CO)C(=O)Cc2cc(NC(=O)Cc3ccccc3)ccc2O[C@@H]1CN(C)CC1CC1,-6.1,15.6
C[C@@H]1CN([C@H](C)CO)C(=O)Cc2cc(NS(C)(=O)=O)ccc2O[C@@H]1CN(C)Cc1ccc(C(F)(F)F)cc1,9.6,-6.0
COc1ccc(NC(=O)Nc2cccc3c2O[C@H](CN(C)Cc2ccccc2)[C@@H](C)CN([C@@H](C)CO)C3=O)cc1,-1.2,-6.3
C[C@@H]1CN([C@H](C)CO)C(=O)c2cccc(NC(=O)Nc3ccc4c(c3)OCO4)c2O[C@@H]1CN(C)Cc1ccc2c(c1)OCO2,-17.3,-13.1
COc1ccccc1S(=O)(=O)N(C)C[C@@H]1OCc2cn(nn2)CCCC(=O)N([C@H](C)CO)C[C@H]1C,-14.5,·
C[C@H]1CN([C@@H](C)CO)C(=O)c2cccc(NC(=O)Nc3ccc4c(c3)OCO4)c2O[C@H]1CN(C)C(=O)NC1CCCCC1,27.4,-0.1
C[C@@H]1CN([C@@H](C)CO)C(=O)c2cc(NC(=O)Cc3cn(C)c4ccccc34)ccc2O[C@H]1CN(C)CC1CCCCC1,-5.5,-7.1
C[C@H]1CN([C@@H](C)CO)C(=O)c2cc(NC(=O)Nc3cccc4ccccc34)ccc2O[C@@H]1CN(C)Cc1ccccc1,9.6,-4.8
Cc1noc(C)c1NC(=O)Nc1ccc2c(c1)C(=O)N([C@@H](C)CO)C[C@@H](C)[C@H](CN(C)Cc1ccc(C(=O)O)cc1)O2,-38.5,2.6
C[C@H](CO)N1C[C@H](C)[C@@H](CN(C)Cc2ccc(C(F)(F)F)cc2)Oc2ccc(NS(C)(=O)=O)cc2C1=O,23.5,-5.9
C[C@H]1CN([C@@H](C)CO)C(=O)Cc2cc(N(C)C)ccc2O[C@@H]1CN(C)Cc1ccc(C(F)(F)F)cc1,73.8*,1.7
C[C@H]1CN([C@@H](C)CO)C(=O)c2cc(NC(=O)Nc3ccc(C(F)(F)F)cc3)ccc2O[C@H]1CN(C)CC1CCCCC1,73.2*,-95.1
C[C@@H]1CN([C@H](C)CO)C(=O)Cc2cc(NC(=O)Nc3ccc(F)cc3)ccc2O[C@H]1CN(C)Cc1ccccc1,1.3,-20.9
C[C@@H]1CN([C@H](C)CO)C(=O)c2cccc(NC(=O)C3CCOCC3)c2O[C@@H]1CN(C)C(=O)Nc1cccc2ccccc12,-11.3,6.2
COc1ccc(NC(=O)Nc2ccc3c(c2)C(=O)N([C@H](C)CO)C[C@H](C)[C@@H](CN(C)S(=O)(=O)c2ccc(C)cc2)O3)cc1,10.0,6.9
C[C@@H]1CN([C@H](C)CO)C(=O)c2cc(NC(=O)C3CC3)ccc2O[C@H]1CN(C)Cc1ccc2c(c1)OCO2,-3.6,-0.7
COc1ccc(NC(=O)N(C)C[C@@H]2Oc3ccc(NC(=O)NC(C)C)cc3C(=O)N([C@@H](C)CO)C[C@@H]2C)cc1,-20.6,9.3
C[C@H](CO)N1C[C@H](C)[C@@H](CN(C)S(=O)(=O)c2ccc(F)cc2)Oc2c(NC(=O)C3CCOCC3)cccc2C1=O,10.8,5.7
Cc1noc(C)c1NC(=O)Nc1ccc2c(c1)CC(=O)N([C@@H](C)CO)C[C@@H](C)[C@@H](CN(C)Cc1ccc(-c3ccccc3)cc1)O2,-10.6,-21.2
COc1ccc(NC(=O)Nc2cccc3c2O[C@H](CN(C)Cc2ccncc2)[C@@H](C)CN([C@H](C)CO)C3=O)cc1,7.3,-4.0
C[C@@H]1CN([C@H](C)CO)C(=O)c2cc(NC(=O)CCN3CCOCC3)ccc2O[C@H]1CN(C)Cc1ccc(Cl)c(Cl)c1,6.3,-3.3
CC(C)NC(=O)Nc1ccc2c(c1)CC(=O)N([C@@H](C)CO)C[C@@H](C)[C@@H](CN(C)Cc1ccncc1)O2,-12.4,7.6
COC(=O)CCCCCCC(=O)N/N=C/c1cc(Br)cc([N+](=O)[O-])c1O,10.7,-10.8
C[C@@H]1CN([C@H](C)CO)C(=O)Cc2cc(NS(C)(=O)=O)ccc2O[C@@H]1CN(C)S(=O)(=O)c1cn(C)cn1,-31.9,7.0
COc1cccc(-c2cnc3c(c2)C(=O)N([C@H](C)CO)C[C@H](C)[C@H](CN(C)S(=O)(=O)c2ccc(F)cc2)O3)c1,31.5,·

# The closing 2 records of the section before are carried over, then new ones follow.
SMILES,T cruzi intra,INS-1E rescue
C[C@@H]1CN([C@H](C)CO)C(=O)Cc2cc(NS(C)(=O)=O)ccc2O[C@@H]1CN(C)S(=O)(=O)c1cn(C)cn1,-31.9,7.0
COc1cccc(-c2cnc3c(c2)C(=O)N([C@H](C)CO)C[C@H](C)[C@H](CN(C)S(=O)(=O)c2ccc(F)cc2)O3)c1,31.5,·
COc1ccc(NC(=O)Nc2ccc3c(c2)C(=O)N([C@@H](C)CO)C[C@@H](C)[C@H](CN(C)Cc2ccc(Oc4ccccc4)cc2)O3)cc1,6.9,-18.2
CC(C)NC(=O)Nc1ccc2c(c1)CC(=O)N([C@H](C)CO)C[C@H](C)[C@H](CN(C)S(=O)(=O)c1cccs1)O2,-10.7,3.6
COc1ccc(S(=O)(=O)Nc2ccc3c(c2)C(=O)N([C@H](C)CO)C[C@H](C)[C@@H](CN(C)S(=O)(=O)c2cccs2)OCCCC[C@@H](C)O3)cc1,2.2,-1.3
COc1ccc(NC(=O)Nc2ccc3c(c2)C(=O)N([C@H](C)CO)C[C@@H](C)[C@H](CN(C)Cc2ccncc2)O3)cc1,1.9,1.1
COc1ccc(NC(=O)Nc2cccc3c2O[C@@H](CN(C)C(=O)NC2CCCCC2)[C@H](C)CN([C@@H](C)CO)C3=O)cc1,5.6,17.4
C[C@H]1CN([C@@H](C)CO)C(=O)c2cccc(NC(=O)c3ccncc3)c2O[C@@H]1CN(C)Cc1ccc(C(F)(F)F)cc1,78.0*,16.6
Cc1ccc(S(=O)(=O)Nc2ccc3c(c2)CC(=O)N([C@@H](C)CO)C[C@H](C)[C@@H](CN(C)S(C)(=O)=O)O3)cc1,-1.5,4.4
COc1ccc(S(=O)(=O)N(C)C[C@@H]2Oc3ccc(NC(=O)CCC(F)(F)F)cc3C(=O)N([C@@H](C)CO)C[C@H]2C)cc1,-10.9,-8.0
C[C@@H]1CN([C@H](C)CO)C(=O)c2cc(NC(=O)Nc3ccc4c(c3)OCO4)ccc2O[C@@H]1CN(C)Cc1ccc2c(c1)OCO2,-3.6,0.6
CC(C)NC(=O)Nc1cccc2c1O[C@H](CN(C)C)[C@@H](C)CN([C@@H](C)CO)C2=O,-22.5,9.3
C[C@H]1CN([C@@H](C)CO)C(=O)Cc2cc(NS(=O)(=O)c3cccs3)ccc2O[C@@H]1CN(C)C,-13.7,3.5
Cc1cc(C(=O)Nc2cccc3c2O[C@@H](CN(C)Cc2ccc(Cl)c(Cl)c2)[C@@H](C)CN([C@H](C)CO)C3=O)n(C)n1,-23.7,-13.9
C[C@@H]1CN([C@@H](C)CO)C(=O)CCCn2nncc2CO[C@H]1CN(C)Cc1ccccc1C(=O)O,-2.9,·
C[C@H](CO)N1C[C@H](C)[C@H](CN(C)Cc2ccc(C(=O)O)cc2)Oc2ccc(NC(=O)Nc3ccc(C(F)(F)F)cc3)cc2CC1=O,-19.2,-2.5
C[C@@H]1CN([C@@H](C)CO)C(=O)c2cc(NS(=O)(=O)c3ccc(F)cc3)ccc2O[C@H]1CN(C)Cc1ccccc1,7.1,-8.7
C[C@H](CO)N1C[C@H](C)[C@H](CN(C)Cc2ccc(-c3ccccc3)cc2)Oc2ccc(NC(=O)Cn3cnnn3)cc2CC1=O,-9.7,-2.6
C[C@@H]1CN([C@H](C)CO)C(=O)Cc2cc(NC(=O)CCC(F)(F)F)ccc2O[C@H]1CN(C)Cc1ccc(Cl)c(Cl)c1,45.4,-16.6
Cc1ccc(S(=O)(=O)N(C)C[C@H]2Oc3ccc(NS(C)(=O)=O)cc3C(=O)N([C@H](C)CO)C[C@H]2C)cc1,-6.3,9.7
O=C(CCCCCCC(=O)Nc1ccccc1O)N/N=C/C1=CCCCC1,-7.3,0.4
C[C@@H]1CN([C@H](C)CO)C(=O)c2cc(NS(=O)(=O)c3ccc(F)cc3)ccc2O[C@@H]1CN(C)S(=O)(=O)c1cn(C)cn1,18.3,2.6
CNC[C@H]1Oc2ccc(NC(=O)Cc3cn(C)c4ccccc34)cc2CC(=O)N([C@@H](C)CO)C[C@@H]1C,-20.7,4.4
C[C@H]1CN([C@@H](C)CO)C(=O)c2cc(NS(=O)(=O)c3ccc(F)cc3)ccc2O[C@H]1CN(C)C(=O)Nc1ccc(F)cc1,4.9,·

# Random excerpt: 5 entries already listed, in no set order.
SMILES,T cruzi intra,INS-1E rescue
COc1ccc(NC(=O)Nc2ccc3c(c2)C(=O)N([C@H](C)CO)C[C@@H](C)[C@H](CN(C)Cc2ccncc2)O3)cc1,1.9,1.1
O=C(CCCCCCC(=O)Nc1ccccc1O)N/N=C/C1=CCCCC1,-7.3,0.4
C[C@@H]1CN([C@H](C)CO)C(=O)c2cc(NS(=O)(=O)c3ccc(F)cc3)ccc2O[C@@H]1CN(C)S(=O)(=O)c1cn(C)cn1,18.3,2.6
CNC[C@H]1Oc2ccc(NC(=O)Cc3cn(C)c4ccccc34)cc2CC(=O)N([C@@H](C)CO)C[C@@H]1C,-20.7,4.4
C[C@@H]1CN([C@H](C)CO)C(=O)Cc2cc(NC(=O)CCC(F)(F)F)ccc2O[C@H]1CN(C)Cc1ccc(Cl)c(Cl)c1,45.4,-16.6
